Screening results from PubChem BioAssay.
CHT allo act: allosterically activates the human high affinity choline transporter. Q9GZV3. CHT-expressing cells, membrane potential dye, choline EC20; active compounds read high; LV-AA mutant CHT in HEK293 cells. B-score at 10 µM. hit rate 0.49% among 310,000. AID 488977;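 active = initial fluorescence not abnormally high and integrated response B-score, plate-corrected, over 3 SD above library mean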
Target sequence (Q9GZV3 whole entry, looked up): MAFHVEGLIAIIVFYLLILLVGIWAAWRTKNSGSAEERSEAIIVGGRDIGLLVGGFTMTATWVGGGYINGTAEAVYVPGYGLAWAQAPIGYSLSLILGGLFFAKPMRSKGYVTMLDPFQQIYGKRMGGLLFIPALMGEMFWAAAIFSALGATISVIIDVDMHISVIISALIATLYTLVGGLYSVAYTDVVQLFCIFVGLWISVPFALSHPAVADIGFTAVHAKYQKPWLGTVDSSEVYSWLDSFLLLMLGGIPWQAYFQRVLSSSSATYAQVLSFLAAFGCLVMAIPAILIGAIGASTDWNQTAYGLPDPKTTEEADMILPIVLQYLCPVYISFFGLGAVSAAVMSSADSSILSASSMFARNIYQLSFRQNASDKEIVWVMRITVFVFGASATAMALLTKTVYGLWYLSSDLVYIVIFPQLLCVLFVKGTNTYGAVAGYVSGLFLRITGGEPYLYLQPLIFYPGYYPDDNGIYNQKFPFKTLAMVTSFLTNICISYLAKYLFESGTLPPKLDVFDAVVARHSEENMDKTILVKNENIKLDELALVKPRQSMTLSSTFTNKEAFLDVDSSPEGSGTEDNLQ
OX1R antag: blocks the human orexin 1 receptor; inhibition, % at 5 µM; CHO/OX1R cells, Fluo-8 calcium fluorescence, orexin A; AID 434989; O43613; hit rate 0.43% among 330,000;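 active = inhibition above its plate's threshold, mean inhibition of all tested compounds on the plate plus 3 SD, cut at about 37% in these data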;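 also: 0% = orexin A challenge wells and 100% = SB-334867-A antagonist wells; not every result past the cut was called active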
Target sequence (O43613 whole entry, looked up): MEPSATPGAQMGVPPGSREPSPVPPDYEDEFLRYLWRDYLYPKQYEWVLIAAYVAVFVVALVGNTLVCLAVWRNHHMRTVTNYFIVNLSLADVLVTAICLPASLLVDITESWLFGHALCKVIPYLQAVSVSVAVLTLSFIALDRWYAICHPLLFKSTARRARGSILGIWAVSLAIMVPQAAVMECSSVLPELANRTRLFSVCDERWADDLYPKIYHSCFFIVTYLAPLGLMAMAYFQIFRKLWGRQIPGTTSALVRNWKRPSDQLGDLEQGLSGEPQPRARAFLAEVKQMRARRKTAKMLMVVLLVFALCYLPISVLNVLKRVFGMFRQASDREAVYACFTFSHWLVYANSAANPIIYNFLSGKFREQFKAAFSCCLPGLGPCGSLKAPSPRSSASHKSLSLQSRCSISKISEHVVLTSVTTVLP
The depositor's hits bear a star; i = inactive; · = not tested or not shown.

#	smiles	CHT allo act	OX1R antag
1	O=S(=O)(NC(=NC1CCCCC1)c1ccccc1)c1ccccc1	i	-8
2	O=S1(=O)CCOC[C@H](Cc2ccccc2)N1Cc1ccccc1	i	-21
3	CCn1c(CNc2ccc(Cl)cc2)nnc1SCc1ccc(Cl)cc1	i	15
4	O=C1NC2(CCCC2)C(=O)N1Cc1cc(=O)n2ccsc2n1	i	-21
5	Cc1cccc(-c2noc(CNC(=O)Nc3ccc(F)cc3)n2)c1	i	-8
6	S=c1[nH]nc(-c2ccc(Cl)cc2)n1CCCN1CCOCC1	i	-21
7	COc1ccc(C)cc1NC(=O)CN1CCN(S(=O)(=O)c2ccc(C(C)C)cc2)CC1	i	-32
8	Cc1cccc(-n2c(SCC(=O)N3CCCC3)nc3n[nH]c(C)c3c2=N)c1	i	12
9	O=C(N/N=C/c1cccnc1)c1ccc([N+](=O)[O-])cc1	6.8*	-14
10	Cc1cc(C)c(NC(=O)CCCSc2nnc(N)s2)c(C)c1	i	-12
11	O=C(CCc1ccc(O)c(O)c1)N/N=C/c1cc2c(cc1[N+](=O)[O-])OCO2	i	·
12	O=C(OCc1cn(-c2ccc(Cl)c(Cl)c2)nn1)c1ccccc1	i	7
13	Cc1cccc(C)c1OCc1cc(C(=O)N2CCCCCCC2)no1	i	-22
14	Cc1cc(C(=O)COC(=O)c2ccc[nH]c2=O)c(C)n1-c1ccc(F)cc1	i	-10
15	CCOc1ccc(/C=N/NC(=O)c2c(C)n(C)c3ccc(OC)cc23)cc1	i	-32
16	CCN(CC)CCCNC(=O)c1cc2c(=O)[nH]c3ccc(C)cc3c2s1	i	·
17	O=C(CSC(=S)N1CCOCC1)c1cc2ccccc2oc1=O	i	-24
18	CCOC(=O)CNC(=O)CSc1ncnc2c1cnn2-c1ccc(Cl)cc1	i	-19
19	O=C(CC1CCCCC1)OCn1nnc2ccccc2c1=O	i	-12
20	CC(=O)Nc1ccc(NC(=O)C(C)N(C)CC(=O)Nc2ccccc2Br)cc1 (configuration not stated)	i	·

Four of these compounds in a different format:
18. CCOC(=O)CNC(=O)CSc1ncnc2c1cnn2-c1ccc(Cl)cc1
  CHT allo act = i
  OX1R antag = -19

9. O=C(N/N=C/c1cccnc1)c1ccc([N+](=O)[O-])cc1
  CHT allo act = 6.8*
  OX1R antag = -14

16. CCN(CC)CCCNC(=O)c1cc2c(=O)[nH]c3ccc(C)cc3c2s1
  CHT allo act = i
  OX1R antag = ·

7. COc1ccc(C)cc1NC(=O)CN1CCN(S(=O)(=O)c2ccc(C(C)C)cc2)CC1
  CHT allo act = i
  OX1R antag = -32

(more compounds)
#	smiles	CHT allo act	OX1R antag
21	CC(NC(=O)CCc1nnc(CCCc2ccccc2)o1)c1ccccc1 (configuration not stated)	i	-20
22	Cc1ccsc1/C=N/n1c(C2CCCCC2)n[nH]c1=S	i	-5
23	O=C1CCCN1CC(O)CS(=O)(=O)Cc1ccc(Cl)cc1Cl (configuration not stated)	i	-21
24	Cc1cc(C)c(NC(=O)C2CCCN2CCC(C)C)c(C)c1 (configuration not stated)	i	-17
25	CCOc1ccccc1-n1cnc(C#N)c1N	i	-14
26	C/C(=N\N1CCN(c2ccccc2)CC1)c1ccncc1	i	-14
27	COc1ccccc1C(=O)Nc1nnc(S(=O)(=O)N2CCCCC2)s1	i	-14
28	CCCN(CCC)S(=O)(=O)c1ccc(NC(=O)C2CCCO2)cc1 (configuration not stated)	i	-14
29	CCCCn1c(N)c(N(C(=O)CSc2nnc(C)n2-c2ccccc2)C2CCCC2)c(=O)[nH]c1=O	·	-15
30	COC(=O)CN1CCN(C(=O)c2ccco2)CC1	i	2
31	N#CCC(=O)N1CCN(Cc2ccc3c(c2)OCO3)CC1	i	-17
32	CCOC(=O)Cc1csc(NC(=O)CSc2nnc(-c3ccc(OC)cc3)n2C)n1	i	-14
33	O=C1CCCN1CC(O)CS(=O)(=O)Cc1ccc(Cl)cc1 (configuration not stated)	i	-3
34	COc1cc2c(=O)n(Cc3ccccc3)c(=O)n(CC(=O)NCCc3ccccc3)c2cc1OC	i	-10
35	CC1(C)CC(=O)C2=C(C1)N(c1ccc(F)cc1)C(=O)NC2(C(F)(F)F)C(F)(F)F	i	-4
36	CCC1NC(=O)c2ccccc2N1c1cccc(Cl)c1 (configuration not stated)	i	-34
37	O=C(Nc1cccc(-c2nnc(-c3ccccc3)o2)c1)C1CCCO1 (configuration not stated)	i	-1
38	O=C(CSc1nnc(-c2cccnc2)n1-c1ccccc1)N1CCN(c2ccc(F)cc2)CC1	i	-43
39	COc1ccc(OCC(=O)NC(=S)Nc2ccc(N3CCOCC3)c(Cl)c2)cc1	i	-7
40	CN1CCCCc2c1nc1ccccc1c2N (tested in a mixture with another compound)	8.6*	6
41	CC(C)c1ccc(N(CC(=O)NC2CCCCC2)C(=O)CNC(=O)c2ccco2)cc1	i	-21
42	Cc1noc(C)c1C(=O)Nc1ccc(F)cc1	i	-1
43	CCN(CC)CCCN(Cc1cc2cc(OC)ccc2[nH]c1=O)C(=O)Nc1ccc(F)cc1	i	-14
44	O=c1c2ccccc2ncn1-c1cccc([N+](=O)[O-])c1	i	-6
45	N#Cc1cc(Oc2cccnc2)c(Oc2cccnc2)cc1C#N	i	-15
46	CN1CCOc2cc(S(=O)(=O)NCc3ccc(S(N)(=O)=O)cc3)ccc21	i	2
47	CCOC(=O)N1CCN(C(=O)c2ccccc2NS(=O)(=O)c2ccc(C)cc2)CC1	i	-16
48	COc1ccc(Nc2nc(C)nc3c2oc2ccccc23)c(OC)c1	i	-33
49	COC(c1ccccc1)c1nnc(CCC(=O)N(C)Cc2cccc(-n3cccn3)c2)o1 (configuration not stated)	i	-32
50	Cc1c(C(=O)OC/C(O)=C(\C#N)c2nc3ccccc3[nH]2)oc2ccccc12	i	-11
51	COc1ccc(NC(=O)CSc2nccn2Cc2ccc(F)cc2)c(OC)c1	i	-23
52	COc1ccccc1C(C)NC(=O)Cc1ccc(S(=O)(=O)N2CCOCC2)s1 (configuration not stated)	i	-26
53	C=CCn1c(SCC(=O)NC2CCCC2)nnc1-c1ccccn1	i	1
54	CC1(C)CC(=O)C(C=Nc2cccnc2/N=C/C2=C(O)CC(C)(C)CC2=O)=C(O)C1	i	-20
55	CCOc1ccc(-c2nc(C#N)c(NC3CC3)o2)cc1	i	-24
56	COc1ccccc1C1=NN(C(=O)c2ccccc2)C(c2ccc(Br)cc2)C1 (configuration not stated)	i	-32
57	O=C(c1ccc(S(=O)(=O)N2CCCC2)cc1)N1CCN(Cc2ccc3c(c2)OCO3)CC1	i	-9
58	Cc1ccccc1NC(=O)Cc1nc(COC(=O)c2ccc(Cl)nc2)cs1	i	-33
59	O=C(CNc1cccc(S(=O)(=O)N2CCCC2)c1)Nc1ccc(C(F)(F)F)cc1	i	25
60	C=CCn1c(SC(C)C(=O)Nc2ccc(F)c(F)c2F)nnc1C1CC1 (configuration not stated)	i	-20
61	COc1ccc(CN2C(=O)N(c3ccccc3)C(=O)C2CC(=O)Nc2ccccc2)cc1OC (configuration not stated)	i	-20
62	CC(C)OC(=O)CSc1nnc(-c2cnccn2)n1C	i	-16
63	O=[N+]([O-])/C(N=Nc1ccccc1)=N\Nc1ccccc1	i	5
64	Cc1ccc(C(O)CSc2nnc(-c3ccc4ccccc4c3)n2C)cc1 (configuration not stated)	i	-20
65	Cc1cccc(C)c1NC(=O)CSc1nnc(-c2cccnc2)o1	i	-2
66	NNC(=O)CSc1nc(-c2ccccc2)nc2c1CCCC2	i	4
67	Cc1c(C2C(C#N)=C(N)N(c3cccc([N+](=O)[O-])c3)C3=C2C(=O)CCC3)cnn1C (configuration not stated)	i	-2
68	N/C(=N\OC(=O)c1ccc(Cl)c(Cl)c1)c1cccc(CSc2ccccn2)c1	i	-4
69	O=C1N(Cc2cccnc2)C[C@@H]2C[C@@H](c3ccc(C(F)(F)F)cc3)N3CCC[C@@]123	i	-26
70	CCn1c(C)[n+](CC)c2ccc(S(=O)(=O)NC)cc21	i	-10
71	Cc1cc2cc(C)c3nnc(SCC(=O)Nc4ccc(S(=O)(=O)N5CCCCC5)cc4)n3c2cc1C	i	-17
72	CCOC(=O)N1CCN(c2cc(=O)n(-c3ccccc3Cl)c(=O)[nH]2)CC1	i	5
73	Cc1ccc(NC(C#N)c2ccccc2OCc2ccccc2)cc1 (configuration not stated)	i	8
74	CCCCC(=O)Nc1ccc2c(c1)nc(CN1CCN(C(=O)OCC)CC1)n2C	i	-22
75	CC(=O)N1CC(C)Oc2ccc(S(=O)(=O)Nc3ccc(Cl)cn3)cc21 (configuration not stated)	i	-39
76	CCOC(=O)C(C)Sc1nc2c([nH]c3ccccc32)c(=O)n1C (configuration not stated)	i	-35
77	FC(F)(F)Oc1ccc(NC(=S)Nc2ccccc2N2CCOCC2)cc1	i	-23
78	Nc1ccc(S(=O)(=O)Nc2ncccn2)cc1	i	0
79	COc1ccc(N2CCN(C(=O)CCc3c[nH]c4ccccc34)CC2)cc1	i	-33
80	c1ccc2cc(CNCc3cccc4ccccc34)ccc2c1	i	-14

Continued.
#	smiles	CHT allo act	OX1R antag
81	O=C(O)c1cc(O)c2c(c1)[C@@H]([C@H]1c3cc(C(=O)O)cc(O)c3C(=O)c3c(O[C@@H]4O[C@H](CO)[C@@H](O)[C@H](O)[C@H]4O)cccc31)c1cccc(O[C@@H]3O[C@H](CO)[C@@H](O)[C@H](O)[C@H]3O)c1C2=O	·	16
82	O=C(CSc1nnnn1-c1ccccc1)N1CCN(C(=O)c2ccco2)CC1	i	-12
83	COc1nc(N/N=C/c2ccc(C)cc2)nc(N2CCCCC2)n1	i	-17
84	Cn1c(N)c(C(=O)COC(=O)c2ccc(OC(F)F)cc2)c(=O)n(C)c1=O	·	-5
85	C[C@H]1CN([C@@H](C)CO)C(=O)c2cccc(NC(=O)C3CC3)c2O[C@H]1CN(C)Cc1ccc(C(F)(F)F)cc1	·	-38
86	O=C(/C=C\c1ccco1)Nc1nc(-c2ccc3ccccc3c2)cs1	i	-4
87	O=C(O)/C=C/C(=O)Nc1ccc(OC(F)(F)Cl)cc1	i	-22
88	C(=N\N1CCOCC1)/c1ccsc1	i	-28
89	COc1cccc(/C=N/NC(=O)CNC(=O)c2ccc3c(c2)OCCO3)c1O	i	-4
90	COc1ccccc1N1CCN(C2CCN(C3CCC(c4ccccc4)CC3)CC2)CC1 (configuration not stated)	i	-21
91	C[C@@H]1CN(C2CCN(Cc3nc(C(c4ccccc4)c4ccccc4)no3)CC2)C[C@H](C)O1	i	-10
92	O=C1N=C(N2CCN(Cc3ccccc3)CC2)S/C1=C/c1cccs1	i	5
93	O=C(COC(=O)c1cccc(Cl)c1)Nc1cccc(S(=O)(=O)NC2=NCCC2)c1	·	6
94	CC1CC(C)(C)NC(=S)N1CCCC(=O)Nc1ccc2c(c1)OCCO2 (configuration not stated)	i	-15
95	CCN(CC)CCNC(=O)c1cc2cc3ccc(OC)cc3nc2o1	i	-26
96	CCOC(=O)C1=C(c2ccccc2)OC(N)=C(C#N)C1c1ccco1 (configuration not stated)	i	-4
97	O=C(O)c1ccc(S(=O)(=O)N2CCSCC2)cc1	i	-13
98	CCOc1ccc2c(c1)c1nnc(SCC(=O)N3CCCCC3C)nc1n2C (configuration not stated)	i	-11
99	C=CCOC(=O)Cn1cnc2c(sc3nc(C)cc(C)c32)c1=O	i	-24
100	O=C(CSc1nc2ccc(Cl)cc2[nH]1)NC1CCCc2ccccc21 (configuration not stated)	i	-10
101	O=C(O)COc1ccc(-c2nccc(-c3ccccn3)n2)cc1	i	-3
102	CCCCOc1c(Br)cc(CNCCCN2CCOCC2)cc1OC	i	-22
103	Cc1ccc(O)c(C(CC(=O)NC(C)C)c2ccccc2)c1 (configuration not stated)	i	11
104	O=C(Nc1cccc2ncccc12)c1ccc([N+](=O)[O-])o1	i	0
105	Cn1cc(/C=N/NC(=O)c2ccc(C#N)cc2F)c2ccccc21	i	-15
106	CSc1ccccc1OCc1cc(C(=O)NC(C)Cn2cncn2)no1 (configuration not stated)	i	8
107	Cc1ccc(S(=O)(=O)NCC(=O)OCC(=O)N2CC(C)OC(C)C2)cc1 (configuration not stated)	·	-5
108	COc1cc2cc(CCOC(=O)c3ccc(C#N)cc3)oc(=O)c2cc1OC	·	-21
109	COc1ccc(S(=O)(=O)NNC(=O)c2cc3cc4ccccc4nc3s2)cc1	i	-14
110	CC1CCN(CC(=O)c2cccs2)CC1	i	5
111	O=C(CN1CCN(Cc2ccccc2)CC1)Nc1ccc(Cl)cc1	i	-21
112	O=C(Oc1cccc(Nc2ncnc3ccccc23)c1)c1ccccc1Cl	i	53*
113	CCS(=O)(=O)N1CCN(c2ccc(S(=O)(=O)N3CCOCC3)cc2)CC1	i	-3
114	Cn1ccnc1SCC(=O)Nc1ccc2c(c1)COC2=O	i	-6
115	O=C(O)c1ccc(Nc2nc(-c3cccnc3)cs2)cc1O	i	-10
116	CCCCC(=O)NCCc1ccc(OC)cc1	i	-17
117	O=[N+]([O-])c1ccc(-c2cn3c(n2)CCC3)cc1	i	-10
118	CC(C)(C)NS(=O)(=O)c1ccc(CCC(=O)NCc2ccco2)cc1	i	-20
119	O=C(Nc1nccs1)c1ccc(Br)cc1	i	-4
120	Cc1onc(-c2ccccc2)c1C(=O)Nc1ccc(S(=O)(=O)N2CCCCC2)cc1	i	-52
121	COC(=O)c1ccccc1NC(=S)NC(NC(=O)c1ccco1)C(Cl)(Cl)Cl (configuration not stated)	i	-3
122	NC(=O)COC(=O)CCCc1c[nH]c2ccccc12	i	1
